CHRM1 PAM: potentiates human M1 receptor response to acetylcholine | activation, % at 3 µM | hit rate 0.088% among 360,000 | P11229 | CHO-K1 hM1, Fluo-8 calcium fluorescence, ACh EC20; 0% = ACh EC20, 100% = maximal ACh; in the data active means activation above about 19%, passing the limit was not always enough
M5 ag: CHRM5 agonism in calcium assay; hit rate 0.19% among 360,000; P08912; activation, % at 3 µM; CHO-K1 hM5 cells, Fluo-8 calcium fluorescence; 0% DMSO wells, 100% maximal acetylcholine response;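 active means activation above the run's mean over test compounds plus 3 SD, cut at about 23% in these data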;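 further: signal is peak over basal fluorescence ratio across the kinetic read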
Target sequence (P08912 whole entry, looked up): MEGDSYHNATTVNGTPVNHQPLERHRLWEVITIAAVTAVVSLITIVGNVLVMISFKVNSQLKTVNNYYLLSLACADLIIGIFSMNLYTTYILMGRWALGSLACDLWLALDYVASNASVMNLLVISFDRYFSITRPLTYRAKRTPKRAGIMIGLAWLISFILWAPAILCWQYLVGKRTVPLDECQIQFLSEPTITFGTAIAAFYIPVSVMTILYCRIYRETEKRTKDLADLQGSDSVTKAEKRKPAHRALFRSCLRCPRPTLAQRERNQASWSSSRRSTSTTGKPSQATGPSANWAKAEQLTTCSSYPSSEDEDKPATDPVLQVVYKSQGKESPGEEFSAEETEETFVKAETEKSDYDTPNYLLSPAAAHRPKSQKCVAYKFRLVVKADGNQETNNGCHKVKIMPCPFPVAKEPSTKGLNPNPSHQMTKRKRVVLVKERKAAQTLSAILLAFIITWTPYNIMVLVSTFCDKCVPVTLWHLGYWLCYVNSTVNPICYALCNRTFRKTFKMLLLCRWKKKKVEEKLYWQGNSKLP
M1 antag: blocks human M1 muscarinic receptor | AID 588852 | CHO-K1 hM1, Fluo-8 calcium fluorescence, ACh EC80 antagonist | inhibition, % at 3 µM | hit rate 1.3% among 360,000 | P11229;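 active means percent inhibition above its own plate's cutoff, namely the mean of that plate's compound wells plus 3 SD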;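 further: peak over basal fluorescence ratio during 140 s after agonist addition; 0% = ACh EC80 plus DMSO and 100% = DMSO alone without agonist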
TAAR1 ag: agonists of human TAAR1 | CHO RD-HGA16 TAAR1, Fluo-8 calcium fluorescence; vehicle wells 0%, saturating PEA agonist 100% | activation, % at 3 µM | hit rate 0.99% among 360,000 | AID 624467;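 active means activation above the mean activation of all test compounds in the run plus 3 SD, cut at about 38% in these data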
Target sequence (Q96RJ0 whole entry, looked up): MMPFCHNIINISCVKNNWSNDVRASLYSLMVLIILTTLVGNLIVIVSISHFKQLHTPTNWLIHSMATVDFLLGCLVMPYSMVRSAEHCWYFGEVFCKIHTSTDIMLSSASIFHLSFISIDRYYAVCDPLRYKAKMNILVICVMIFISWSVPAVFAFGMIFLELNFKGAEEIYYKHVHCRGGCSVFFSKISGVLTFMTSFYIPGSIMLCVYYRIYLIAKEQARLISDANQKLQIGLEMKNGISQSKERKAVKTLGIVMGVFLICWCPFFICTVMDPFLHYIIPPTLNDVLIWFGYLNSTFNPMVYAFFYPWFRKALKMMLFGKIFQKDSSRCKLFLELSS
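Benchmarks: low control DMSO, high control PEA (EC100); System: CHO RD-HGA16 cells carrying human TAAR1 plus Gα16; Detection: Fluo-8 fluorescence, 5 s baseline then 140 s kinetic read; Schedule: 17-24 h plating, Fluo-8 75 min 37 °C, 30 min RT; Read-out basis: % activation from peak over basal fluorescence ratio, DMSO-to-PEA scaled.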
CHRM1 agonist: activates human CHRM1 receptor; AID 588814; activation, % at 3 µM; CHO-K1 hM1, Fluo-8 calcium fluorescence, agonist mode; 0% DMSO, 100% acetylcholine EC100; P11229; hit rate 0.33% among 360,000;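 active means activation above the run's mean compound activation plus 3 SD, cut at about 16% in these data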;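 further: peak over basal fluorescence ratio within a 140 s kinetic read after compound addition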
M5 PAM: CHRM5 positive allosteric modulation; P08912; CHO-K1 hM5, Fluo-8 calcium, ACh EC20 PAM; 0% = ACh EC20, 100% = ACh EC100; activation, % at 3 µM; hit rate 0.3% among 360,000;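 active means activation above the run cutoff, the mean activation of all test compounds plus 3 SD, cut at about 18% in these data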
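Assay system – human M5 receptor in CHO-K1 cells · Read-out – % activation, ACh-normalized · Technique – Fluo-8 calcium fluorescence · Dosing – single-point, 3 µM nominal · Incubation – Fluo-8 loading 80 min at 37 °C plus 30 min room temperature · Repeats – singlicate, one well per test compound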
CHRM4 agonist: CHRM4 agonism in calcium assay; activation, % at 3 µM; hit rate 0.14% among 360,000; CHO-K1 hM4/Gqi5, Fluo-8 calcium fluorescence; vehicle 0%, full acetylcholine response 100%; AID 624127;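 active means activation above the run mean over all test wells plus 3 SD, cut at about 32% in these data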;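 further: peak over basal fluorescence ratio per well then scaled between controls; 0% = DMSO wells and 100% = acetylcholine at EC100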
M4 antag: CHRM4 antagonism in calcium assay | P08173 | CHO-hM4 cells, ACh EC80, Fluo-8 calcium fluorescence | inhibition, % at 3 µM | hit rate 0.73% among 360,000;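 active means inhibition above its plate's cutoff, the mean inhibition of sample wells plus 3 SD, cut at about 27% in these data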;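 further: 0% = acetylcholine EC80 with DMSO and 100% = DMSO without agonist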
CHRM5 antagonist: antagonists of human muscarinic M5 receptor (CHRM5) | CHO-hM5 cells, Fluo-8 calcium fluorescence, ACh EC80 | inhibition, % at 3 µM | hit rate 0.59% among 360,000;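 active means inhibition above a per-plate cutoff, the mean of that plate's test compounds plus 3 SD, cut at about 27% in these data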;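 further: 0% = acetylcholine EC80 with DMSO and 100% = DMSO without agonist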
An asterisk follows results filed as active; . = no result given. Some of the compounds tested. The share of hits here may be higher or lower than overall.

SMILES	CHRM1 PAM	M5 ag	M1 antag	TAAR1 ag	CHRM1 agonist	M5 PAM	CHRM4 agonist	M4 antag	CHRM5 antagonist
Cc1nnc(N2CCCC(C(=O)NCc3ccccc3F)C2)c2nn(-c3ccccc3)c(C)c12 (stereo unspecified)	-13	-2	16	-1	-5	3	-2	12	4
CCN(CC)S(=O)(=O)c1cccc(C(=O)NCCCN2CCOCC2)c1	10	2	-9	9	-8	8	3	-6	-8
COc1ccccc1N/C(N)=N/c1nc(C(F)(F)F)cc(=O)[nH]1	4	7	-4	12	-2	-3	7	-13	-10
O=c1c2ccccc2nnn1CSc1nnc(-c2cccnc2)n1-c1ccccc1F	0	-1	1	-4	-4	-9	2	10	6
CCCCn1nnnc1NCc1cc(OC)c(OC)c(OC)c1	4	5	3	3	0	4	1	-5	-6
CCOc1ccc(-n2c(=S)sc3c(=O)[nH]c(SCC(=O)NCc4ccco4)nc32)cc1	12	2	-13	10	-2	0	0	0	-5
CC(NC(=O)C1CCCN(C(=O)N(C)C)C1)c1ccccc1 (stereo unspecified)	2	0	1	4	-5	-2	1	-1	-5
CCC(Sc1nc(N)c(NC(=O)c2ccc(Br)o2)c(=O)[nH]1)C(=O)O (stereo unspecified)	2	0	-4	0	-2	1	0	-3	4
C=CCC[C@H](Cc1ccc(F)cc1)C(=O)OC[C@H](Cc1c[nH]c2ccccc12)NC(=O)[C@@H](CC=C)CC(=O)NCCO	1	18	10	65*	2	-10	20	24	26
C[C@@H]1CN([C@H](C)CO)C(=O)c2cc(C3=CCCCC3)cnc2O[C@@H]1CN(C)Cc1ccccc1C(=O)O	1	2	-15	1	-4	4	1	-10	-6
O=Nc1c(-c2c(O)[nH]c3cc(Br)ccc23)[nH]c2ccccc12	-18	-2	-1	-3	-9	-5	-2	-15	-15
COc1c(OC(C)=O)ccc(/C=C/c2ccc3cccc(OC)c3n2)c1[N+](=O)[O-]	9	-1	-11	11	-2	-3	10	7	5
COc1ccc(/C=N/NC(=O)NC23CC4CC(CC(C4)C2)C3)c(OC)c1	13	-1	-4	4	1	7	1	-10	-8
Cc1cc(C)c(OCC(=O)Nc2nnc(-c3ccco3)o2)c(C)c1	-4	3	19	-1	-5	-1	0	0	11
O=C(c1ccc(N2CCOCC2)c([N+](=O)[O-])c1)N1CCN(c2ccccc2)CC1	17	4	-11	8	-1	-4	3	5	0
Cc1ccc2c(c1)N(CC(=O)N1CCCc3ccccc31)C(=O)CO2	1	5	-3	7	0	-1	4	10	-3
COc1ccc(C(=O)NC2CCN(C(=S)Nc3ccc(C)c(C)c3)CC2)cc1	-9	-1	-6	3	-7	5	1	-2	-12
O=C(NCCO[N+](=O)[O-])c1cccnc1	-27	-1	53	1	-8	-19	0	74*	38*
Cn1c(=O)c2[nH]c(NCC3CCCO3)nc2n(-c2ccccc2)c1=O (stereo unspecified)	4	2	-7	3	-3	-4	1	19	0
CN1CCN(S(=O)(=O)c2ccc(Sc3nc4ccccc4[nH]3)c3nsnc23)CC1	-2	-4	-9	8	-7	-3	9	-11	1
CN(CCc1nc2ccc(Cl)cc2[nH]1)Cc1nc(CC2CC2)no1	1	3	-6	8	-5	0	1	2	0
O=C1c2ccccc2NC(c2ccc(Cl)cc2Cl)N1Cc1ccccc1 (stereo unspecified)	-16	-10	14	3	-5	-11	-2	4	6
c1ccc(C2C3=C(CCCC3)Nc3ncnn32)cc1 (stereo unspecified)	0	3	-3	5	-3	3	1	-2	2
O=C(OCCOc1ccc(F)cc1)c1ccc(S(=O)(=O)N2CCCC2)cc1	-10	-4	9	4	-7	-16	10	6	18
O=C(c1ncc[nH]1)c1ccccc1Cl	8	-4	-13	4	-5	4	0	-5	0

Limited to M5 PAM, for 2 of the compounds above:
structure	M5 PAM
O=C(OCCOc1ccc(F)cc1)c1ccc(S(=O)(=O)N2CCCC2)cc1	-16
O=C(c1ncc[nH]1)c1ccccc1Cl	4

Going on with the list:
SMILES	CHRM1 PAM	M5 ag	M1 antag	TAAR1 ag	CHRM1 agonist	M5 PAM	CHRM4 agonist	M4 antag	CHRM5 antagonist
CCCCn1c(N)c(N(CCOC)C(=O)c2cc(S(=O)(=O)N3CCCCC3)ccc2C)c(=O)[nH]c1=O	1	0	-8	2	-3	-1	0	-2	8
COc1ccc(N2CCN(C(=O)C(=O)c3ccc(F)cc3)CC2)cc1	.	1	.	4	.	5	6	5	-7
CN(Cc1ccccc1F)C(=O)CCCNC(=O)c1ccc(Cl)cc1	-9	-1	13	0	-4	2	2	7	-4
COc1ccccc1CNC(=O)CCc1nnc2ccc(NCCCN3CCCC3=O)nn12	2	-4	2	6	0	-1	2	-4	4
COc1ccc(C(=O)Nc2ccccc2C(=O)NC(Cc2c[nH]c3ccccc23)C(=O)O)cc1 (stereo unspecified)	6	1	-4	5	-5	-9	1	3	21
O=C(CSCc1ccc([N+](=O)[O-])cc1)N/N=C/c1cccnc1	-5	1	-4	6	-8	-11	2	-11	-4
Cc1ccc(-c2csc(=S)n2CC(=O)OCC(=O)NCc2ccco2)cc1	3	2	-2	5	-2	-10	8	-3	1
Cc1ccc(C(C)C)c(OCC(=O)N/N=C/c2cccn2C)c1	0	1	1	0	2	5	1	-6	-3
CC1(C)Cc2ccccc2C(NNC(=O)c2ccc(Br)o2)=N1	17	-6	-14	1	-2	1	18	-4	4
CN(CC(=O)NCc1ccc(F)cc1)S(=O)(=O)c1ccc(Br)s1	11	-3	-10	1	-9	-2	5	-15	6
Cc1ccc(S(=O)(=O)NC2CCCC2)cc1C	2	-7	-19	12	-4	5	0	-1	-3
CCN1C(=O)CSc2ccc(C(=O)NCc3ccc(OC)cc3)cc21	-5	0	5	3	-6	-6	3	7	10
Cc1nn(C(C)C(=O)NCCCc2ccccc2)c(=O)c2nn(-c3ccccc3)c(C)c12 (stereo unspecified)	-6	-3	18	0	-5	1	5	-23	0
CC(C)Oc1ccc(C(=O)NCC(=O)OCC(=O)N(C)Cc2cccs2)cc1	3	-2	-6	1	-2	6	1	-1	5
Cc1ccc([C@H]2C[C@H](n3cc(COC(=O)c4ccccc4)nn3)[C@@H](O)CN2C(=O)C2CCCCC2)cc1	-2	1	-7	2	-1	-3	1	-4	13
Cc1ccc(C(=O)N/C(=C/c2ccc(Cl)cc2)C(=O)N2CCOCC2)cc1	10	-4	-2	-4	0	-2	2	8	10
CN(/C=C/C(=C/C=[N+](C)c1ccccc1)OCCCS(=O)(=O)[O-])c1ccccc1	8	2	-2	0	-1	8	1	-7	-13
CC(Sc1nnc(-c2ccco2)n1C)C(=O)N1C(C)CCCC1C (stereo unspecified)	9	-1	-5	2	-2	10	2	-6	-6
C#CCOCCOCCOCCNc1nc(N2CCN(C(=O)[C@H](CCC(=O)O)n3cc(CN)nn3)CC2)nc(N2CCN(C(=O)[C@H](CCCN=C(N)N)n3cc(C(N)[C@@H](C)CC)nn3)CC2)n1 (stereo partly specified)	3	2	-9	0	-3	-2	0	-9	7
Cc1c(Br)c([N+](=O)[O-])nn1CC(=O)NCc1ccccn1	8	-2	-8	22	-5	-1	1	-3	3
COc1cccc(OC)c1C(=O)Nc1nc(COc2ccccc2)cs1	-5	2	4	3	-4	-1	8	-10	-2
Cn1c(=O)c2cc(S(=O)(=O)N3CCN(c4cccc(C(F)(F)F)c4)CC3)ccc2n(C)c1=O	4	-6	-6	2	0	-4	0	9	2
O=C(O)Cn1c2c(c3ccccc31)CSc1ccc(Cl)cc1-2	8	-1	-9	-1	-1	0	0	-17	-1
COc1cccc(Nc2nc(N)nc(-c3oc4ccccc4c3C)n2)c1	-10	0	15	9	2	-15	2	5	9
O=C(c1cc(-c2ccc(O)cc2)on1)N1CCCc2ccccc21	-14	5	14	8	1	-11	15	1	7
SMILES	CHRM1 PAM	M5 ag	M1 antag	TAAR1 ag	CHRM1 agonist	M5 PAM	CHRM4 agonist	M4 antag	CHRM5 antagonist
O=C(CN1C(=O)NC(c2ccccc2)(c2ccccc2)C1=O)N1CCOCC1	8	1	-9	0	-1	-1	1	-5	5
Cc1ccc(S(=O)(=O)NNC(=O)c2cccs2)c(C)c1	8	0	-4	5	-7	2	1	-7	-5
O=C(CSc1nnc(-c2ccccc2)n1-c1ccccc1)N1c2ccccc2Sc2ccccc21	1	0	-5	4	-4	3	1	9	-1
Cc1ccc(Sc2c([N+](=O)[O-])c(=O)n(C)c3ccccc23)cc1	13	-5	-18	1	-3	5	0	-6	5
Cc1cc(C)n2nc(C(=O)OCCOc3cccc(Br)c3)nc2n1	10	-4	-14	8	-3	-1	1	3	0
CN(/N=C/c1cc(Cl)cc(Cl)c1O)C(=S)NC(C)(C)C	10	3	-11	14	-3	-1	2	-4	9
COc1ccc(C(=O)CSc2nnc(CN3CCCCC3)n2-c2ccc(F)cc2)cc1OC	10	8	-2	22	2	5	3	0	2
CC1(C(=O)N2CCCCC2)CCN1C(=O)Cc1ccc(-c2ccccc2)cc1 (stereo unspecified)	4	2	-5	5	1	-3	3	-16	-7
CCOC(=O)c1cccc(NC(=O)C2CCN(c3ncnc4c3nc3n4CCCCC3)CC2)c1	1	-6	-3	-1	-5	-1	2	-6	2
Cc1cccc(C(=O)N[C@H](C(=O)OCC(=O)NC2CCS(=O)(=O)C2)C(C)C)c1 (stereo partly specified)	-6	-1	9	1	-3	3	1	-2	5
O=[N+]([O-])c1cccc2ccc(/C=C/c3ccc(C(F)(F)F)cc3)nc12	0	-3	-6	0	-9	-2	0	3	2
CCn1c(O)c(N=NC(=O)CNC(=O)c2ccccc2F)c2ccccc21	1	-2	-7	0	-4	-1	3	-18	3
CCOC(=O)C1CCN(C(=O)CN2C(=O)NC(C)(c3ccc4cc(OC)ccc4c3)C2=O)CC1 (stereo unspecified)	3	3	-15	0	3	7	7	-9	-2
COCCN(C(=S)Nc1ccc(OC)c(Cl)c1)C1CCN(C(C)=O)CC1	8	2	-17	5	1	-7	12	-12	6
CSCC[C@H](NC(=O)c1cccs1)C(=O)N1CCC2(CC1)NCCc1[nH]cnc12	0	-5	-2	0	-4	-5	0	2	13
O=C(Nc1ccc(-c2ccc3nncn3n2)cc1)c1ccc(Br)o1	-1	2	1	7	-1	0	6	-5	5
CC[N+]1(C)CCC(=C2c3ccccc3CC(=O)c3sccc32)CC1 (stereo unspecified)	-26	-7	98*	11	-6	-17	1	99*	99*
COc1cc(SC#N)ccc1N=Cc1c(C)[nH]n(-c2ccc(Cl)cc2)c1=O	-5	0	26	1	-3	6	0	0	-4
O=S(=O)(Nc1ccc(N2CCOCC2)cc1)c1ccc2ccccc2c1	5	5	-3	3	-6	-5	3	0	3
O=C(Nc1cccc2ccccc12)c1ccc2sc([C@H]3C[C@H](O)[C@@H](CO)O3)nc2c1	-6	0	-1	12	-1	-7	3	8	3

Part of the list above, set out differently:
Value order: CHRM1 PAM	M5 ag	M1 antag	TAAR1 ag	CHRM1 agonist	M5 PAM	CHRM4 agonist	M4 antag	CHRM5 antagonist
O=C(CSc1nnc(-c2ccccc2)n1-c1ccccc1)N1c2ccccc2Sc2ccccc21
  1	0	-5	4	-4	3	1	9	-1
Cc1cccc(C(=O)N[C@H](C(=O)OCC(=O)NC2CCS(=O)(=O)C2)C(C)C)c1 (stereo partly specified)
  -6	-1	9	1	-3	3	1	-2	5

Screening data: PubChem BioAssay, The Scripps Research Institute Molecular Screening Center
